Source: PubChem BioAssay
NCI-60 one-dose screen, 48 h, at 10 µM unless noted. Numbers give growth in % (100 = growth as untreated, 0 = no growth, -100 = all killed).
KM12: KM12 colon cancer cells. 82,000 tested, 5% active. AID 1794800
HCC-2998: HCC-2998 colon cancer; AID 1794799; 79,000 tested, 4.7% active
SW-620: SW-620 colon cancer. 82,000 tested, 5.2% active
PC-3: PC-3 prostate cancer cells; AID 1794754; 80,000 tested, 3.9% active
OVCAR-5: OVCAR-5 ovarian cancer | 82,000 tested, 2.9% active | AID 1794783
OVCAR-3: OVCAR-3 ovarian cancer; 79,000 tested, 7% active; AID 1794787
OVCAR-4: OVCAR-4 ovarian cancer cells. 80,000 tested, 3.7% active
DU-145: DU-145 prostate cancer; 81,000 tested, 4.2% active; AID 1794760
OVCAR-8: OVCAR-8 ovarian cancer | 81,000 tested, 4.4% active
An asterisk follows results filed as active; · = no result given; & = joins results of further samples; ! = not active in a repeat. The calls were made as follows: active = growth percent below 10; inactive = the rest.

structure	DU-145	OVCAR-3	OVCAR-4	SW-620	OVCAR-5	OVCAR-8	PC-3	KM12	HCC-2998
CCOC(=O)c1c2c(n3ccc(NC(=O)CCN(CC)CC)cc13)C(=O)c1ncccc1C2=O	66.5	74.7	63.8	49.3	90.5	57.4	61.1	63.5	83.1
Oc1ccc(-c2nnc(Cn3cnnc3)o2)cc1	103.2	103.9	99.6	106.2	64.9	·	87.2	106.0	83.1
CCOC(=O)Nc1cccc(C(F)(F)F)c1	127.8	126.4	104.2	108.7	111.7	131.6	·	108.9	106.9
COC(=O)c1ccc(-c2c(-c3ccccc3)c(-c3ccccc3)c3c(N)c(C(=O)OC)oc3c2F)cc1	43.5	113.6	82.0	106.7	96.4	104.2	109.1	77.3	94.4
COC(=O)c1ccc(-c2ccccc2)cc1	·	108.5	111.2	106.6	103.1	106.2	93.8	103.4	102.2
Cc1nc(NCc2ccco2)c2c3c(sc2n1)CCC3	99.1	88.9	100.4	·	89.4	99.9	83.0	98.6	88.1
CC(C)(C)c1ccc(OCCOC(=O)CBr)cc1	108.6	100.9	98.8	86.2	103.8	83.8	110.2	87.7	104.3
CCN(CC)Cc1ccc(Nc2ccnc3cc(Cl)ccc23)cc1O	91.1	93.4	·	77.8	78.6	79.4	74.4	89.9	86.5
O=C(O)CCCCn1c(-c2ccc(Cl)cc2)nc(-c2ccccc2)c1-c1ccccc1	73.6	88.6	85.7	75.9	91.9	63.7	64.9	61.4	99.8
Clc1cccc(-c2cc(-c3ccccc3)[nH]n2)c1	106.1	81.4	79.9	104.2	91.7	96.9	91.2	84.7	·
Cc1n[nH]c(=O)n(/N=C/c2cccs2)c1=O	112.2	106.1	122.4	105.2	101.2	104.5	96.5	104.0	103.3
O=C1c2ccc(S(=O)(=O)O)cc2C(=O)c2ccc(S(=O)(=O)O)cc21	108.6	108.5	106.4	100.3	95.2	108.9	88.1	95.3	110.7
COc1ccc(-c2nn(-c3cccc(NC(=O)c4ccc(N5CCOCC5)c(C(F)(F)F)c4)c3)cc2-c2ccncc2)cc1Cl	91.8	83.3	92.3	83.3	73.1	55.3	42.7	43.7	67.6
CNS(=O)(=O)c1cccc(-c2ccc3c4c(n(C)c(=O)c3c2)-c2ccccc2C4=O)c1	20.7	82.6	92.1	46.4	95.2	43.9	73.4	40.7	90.6
O=C(CN(C1CCCCC1)C1CCCCC1)Nc1ccc(S(=O)(=O)c2ccc(NC(=O)CN(C3CCCCC3)C3CCCCC3)cc2)cc1	-47.9*	-85.2*	-72.6*	-48.4*	-54.8*	3.2*	-80.0*	-28.6*	-37.4*

structure	DU-145	OVCAR-3	OVCAR-4	SW-620	OVCAR-5	OVCAR-8	PC-3	KM12	HCC-2998
COc1ccc(/C=C2\SC(=S)N(CCc3ccc(O)cc3)C2=O)cc1	84.7	105.3	96.5	112.3	112.7	103.7	·	95.4	106.1
CC(=N\OCCC#N)/C(C)=N/OCCC#N	101.1	112.6	108.1	105.7	118.6	104.3	102.2	102.5	116.4
Cc1cccc(/C=C(\C#N)C(=O)c2ccccc2)c1	104.1	109.1	106.8	104.2	90.2	97.6	95.2	104.8	109.5
Cc1c(-c2ccc3c(c2)OCCO3)cccc1-c1nnc([C@H](N)CO)o1	104.9	109.4	106.9	98.7	92.9	98.8	100.0	99.0	115.8
O=C1NCCCN1	115.6	124.6	108.5	107.9	116.1	117.0	103.4	105.9	104.9
COc1ccc(CN2[C@H](C)[C@H](O)[C@H](O)[C@H](C(C)C)N(Cc3ccccc3)S2(=O)=O)cc1	119.5	100.5	113.8	105.7	95.9	89.5	93.2	106.0	115.5
Clc1ccccc1CNc1c2ccccc2nc2ccccc12	31.8	53.6	13.1	9.6*	32.6	23.8	17.1	22.0	-17.2*
Cc1[nH]c(C(=O)NCc2cccc(Cl)c2)c2c1C(=O)CCCC2	111.3	114.8	100.9	113.3	96.2	118.3	94.6	105.7	91.7
CC(=O)c1c[nH]c2ccccc12	124.0	120.2	99.8	104.7	110.8	98.6	86.1	119.5	108.2
CCOc1ccc(NC(=O)CSc2nn3c(=O)c(C(C)(C)C)nnc3s2)cc1	104.6	116.5	103.4	106.6	87.3	101.2	86.3	100.8	108.1
c1nc(N2CCCCC2)c2cc[nH]c2n1	103.1	121.1	97.2	101.0	85.9	104.1	108.4	63.2	108.7
CC1(C)S[C@@H]2[C@H](NC(=O)COc3ccccc3)C(=O)N2[C@H]1C(=O)O	111.6	118.6	109.2	101.2	·	100.3	93.7	103.0	99.8
Nc1nc(C(=O)NNC(=O)Nc2ccc(Cl)cc2)nn1-c1ccc(S(N)(=O)=O)cc1	114.9	108.5	110.1	94.0	109.5	103.5	103.4	101.8	98.8
CN(C)CCNc1cccc2sc3ccc(O)cc3c(=O)c12	43.6	41.8	52.8	24.5	78.8	36.0	38.7	24.7	17.9
O=C(O)C(Cc1ccccc1)N1C(=O)CSC1=S (stereo not drawn)	102.3	103.3	103.9	97.3	100.2	99.4	96.7	100.8	94.5

6 of the compounds above, with values under each structure:
Each structure is followed by: DU-145 | OVCAR-3 | OVCAR-4 | SW-620 | OVCAR-5 | OVCAR-8 | PC-3 | KM12 | HCC-2998
COc1ccc(CN2[C@H](C)[C@H](O)[C@H](O)[C@H](C(C)C)N(Cc3ccccc3)S2(=O)=O)cc1
  119.5 | 100.5 | 113.8 | 105.7 | 95.9 | 89.5 | 93.2 | 106.0 | 115.5
O=C(O)C(Cc1ccccc1)N1C(=O)CSC1=S (stereo not drawn)
  102.3 | 103.3 | 103.9 | 97.3 | 100.2 | 99.4 | 96.7 | 100.8 | 94.5
Clc1ccccc1CNc1c2ccccc2nc2ccccc12
  31.8 | 53.6 | 13.1 | 9.6* | 32.6 | 23.8 | 17.1 | 22.0 | -17.2*
Nc1nc(C(=O)NNC(=O)Nc2ccc(Cl)cc2)nn1-c1ccc(S(N)(=O)=O)cc1
  114.9 | 108.5 | 110.1 | 94.0 | 109.5 | 103.5 | 103.4 | 101.8 | 98.8
CC(=N\OCCC#N)/C(C)=N/OCCC#N
  101.1 | 112.6 | 108.1 | 105.7 | 118.6 | 104.3 | 102.2 | 102.5 | 116.4
c1nc(N2CCCCC2)c2cc[nH]c2n1
  103.1 | 121.1 | 97.2 | 101.0 | 85.9 | 104.1 | 108.4 | 63.2 | 108.7

Additional records:
structure	DU-145	OVCAR-3	OVCAR-4	SW-620	OVCAR-5	OVCAR-8	PC-3	KM12	HCC-2998
Clc1ccc(N/N=C(\c2ccccc2)c2ccccn2)nc1	22.7	12.3	30.7	27.2	36.2	11.3	28.6	21.7	35.9
N=c1sccn1/N=C/c1cccnc1	110.9	111.5	107.6	105.1	88.0	100.5	88.0	100.1	110.2
CSc1nc(Nc2cccc(NC(=O)CC#N)c2)c(C#N)c(-c2cccc([N+](=O)[O-])c2)n1	104.6	108.1	92.0	101.7	92.5	95.5	86.4	98.3	111.7
N#C/C(=C\c1cccc(Br)c1)C(=O)c1ccccc1	117.0	112.7	101.1	101.4	101.3	103.4	89.0	108.5	·
COc1ccc(/C=C(/C(=O)N2CCCCC2)c2cc(OC)c(OC)c(OC)c2)cc1	9.2*	-19.2*	56.8	23.2	35.1	34.4	12.4	16.0	46.8
NC(=S)NN=C1CCCC1	96.8	47.6	74.4	72.8	114.8	68.8	89.9	100.7	97.7
CCOC(=O)C(Cc1ccccc1)n1c(O)c(C=N)sc1=S (stereo not drawn)	104.7	99.4	72.2	100.5	106.8	92.2	82.1	100.7	91.5
COc1cc2c(c(OC)c1OC)C(=O)CC(c1cccc(NC(=O)c3cccc(N)c3)c1)O2 (stereo not drawn)	83.0	80.9	64.1	94.1	123.3	55.0	70.9	72.2	113.5
O=C(NCc1ccccc1)C(F)(F)F	114.1	109.4	114.0	107.5	102.2	112.1	98.8	107.7	106.0
O=C(NCc1ccco1)C1CCN(S(=O)(=O)c2ccc(Br)cc2)CC1	103.3	83.8	85.6	97.4	102.6	93.2	90.6	99.0	91.4
COC(=O)[C@H]1CCCN1C(=O)[C@H]1CCCN1C(=O)[C@H](Cc1c[nH]c2ccccc12)NC(=S)Nc1cc(C(F)(F)F)cc(C(F)(F)F)c1	64.6	63.7	62.0	70.4	71.1	68.5	39.9	36.4	16.1
O=C(O)c1ccc(NC(=O)C(Cl)Cl)cc1O	109.9	127.9	108.8	105.1	104.8	103.5	102.2	102.0	103.4
N#CC1=C(N)Oc2c(c(=O)[nH]c3ccccc23)C12C(=O)c1ccccc1C2=O	104.8	88.8	88.4	83.9	100.0	103.2	83.6	93.0	98.8
Cn1c(=O)c2ccccc2n(C)c1=O	103.0&106.5	111.3&106.6	102.7&122.4	110.1	97.7&104.5	105.4&99.5	106.0&104.7	102.1&106.0	108.9&99.9
CC(=O)O[C@H]1C[C@@]2(C)[C@@H](C[C@@H](O)[C@H]3[C@@]4(C)CC[C@@H](OC(C)=O)[C@@H](C)[C@@H]4CC[C@@]32C)/C1=C(\CCC=C(C)C)C(=O)O	96.6	94.3	90.5	91.2	102.8	95.8	99.4	90.9	113.6

structure	DU-145	OVCAR-3	OVCAR-4	SW-620	OVCAR-5	OVCAR-8	PC-3	KM12	HCC-2998
NC(=O)c1ccccc1[N+](=O)[O-]	106.0	117.8	105.2	93.9	88.2	108.4	100.7	105.7	93.6
COc1ccc(-c2cc(NC(=O)Nc3nccs3)no2)cc1	98.5	107.4	92.5	99.8	106.1	105.3	87.5	90.3	99.3
CCCCc1ccncc1	108.5	96.1	107.5	94.0	104.8	124.6	103.9	100.3	114.1
CCCOC(=O)CC(CC(=O)OCCC)(OC(C)=O)C(=O)OCCC	112.6	112.1	105.9	99.8	104.0	104.2	85.7	112.3	111.2
CC(=O)Oc1ccc(CC(C(=O)O)c2ccccc2)cc1 (stereo not drawn)	110.3	124.2	91.6	114.5	112.4	99.4	99.7	109.2	101.1
COc1ccc(-c2nn(-c3ccc(C(=O)O)cc3)cc2CNc2ccccc2)c(F)c1	104.1	104.1	93.6	102.1	102.1	95.1	84.3	97.9	111.8
COc1ccc(-n2c(SCC(=O)NNC(=S)NC(=O)c3ccc(Br)cc3)nc3ccc(Cl)cc3c2=O)cc1	95.6	102.7	96.3	102.7	109.4	100.9	91.9	99.8	104.7
COC(=O)CC[C@@H]1O[C@@H](c2ccc(F)cc2)[C@@H](I)[C@H]1O	110.1	102.3	106.3	108.0	114.7	105.7	96.8	106.2	104.2
COc1ccc(/C=C2\N=C3SCC(=O)N3C2=O)cc1	107.8	107.3	89.7	101.1	105.3	98.8	96.8	100.4	110.8
CC(=O)/C(C=NC(=O)c1ccccc1)=C(/C)O	112.0	116.4	105.1	101.6	115.3	94.2	93.0	106.2	89.2
O=C(OCCO)c1ccc(O)c(O)c1	99.4	86.7	93.2	106.3	88.2	96.1	91.4	91.4	105.0
CCOC(=O)C1=C(C)N2C(=NC3=C(CCCC/C3=C\c3ccc(OC)cc3)C2c2ccc(OC)cc2)S1 (stereo not drawn)	110.0	102.2	87.9	106.3	91.0	103.3	97.0	103.4	102.7
O=C(O)CN1C(=O)C=CC1=O	104.0	104.1	115.1	106.6	100.8	108.1	99.8	101.7	107.2
COc1ccc(-c2cn[nH]c2-c2cc(OC)c(OC)c(OC)c2)cc1N	3.7*!	-1.1*	38.8&47.6	27.7&24.7	48.7&46.0	12.9&21.3	27.2&19.1	9.2*!	23.0&13.7
O=S(=O)(NCCCNc1nccc(-c2c(-c3ccc(O)cc3)nc3sccn23)n1)c1ccc(C(F)(F)F)cc1	83.8	59.3	73.5	69.0	175.1	43.7	38.3	48.8	68.6

structure	DU-145	OVCAR-3	OVCAR-4	SW-620	OVCAR-5	OVCAR-8	PC-3	KM12	HCC-2998
CCOC(=O)Nc1ccccn1	106.9&135.8	122.0&114.8	111.9&102.7	101.0&104.0	101.2&111.3	111.2&104.8	98.0&105.9	109.0&114.6	104.3&106.4
CC(C)C(=O)Nc1ccc(-c2nc(-c3cccc(OCCN4CCOCC4)c3)c(-c3ccnc(Br)c3)[nH]2)cc1	71.5	63.3	60.0	50.4	75.2	51.8	40.7	33.7	66.2
O=C(Nc1ccc(-n2ccc3c(NC(=O)c4ccccc4)nccc32)cc1)Nc1ccc(Cl)c(Cl)c1	-32.6*	-79.6*	-4.4*	-64.6*	50.0	-45.0*	23.9	-49.1*	-57.6*
COc1cc(-c2nc(C(=O)NCC(=O)O)nn2-c2ccc(Cl)cc2)cc(OC)c1OC	110.9	107.1	104.6	107.5	105.4	101.7	94.3	96.3	100.0
CCOc1cc2c(c(OC)c1OCC)C(=O)N[C@@H]1[C@@H](O)[C@@H](O)[C@H](O)C[C@@H]21	106.1	101.9	105.5	108.6	109.4	99.8	96.9	103.4	106.6
Brc1c(-c2ccncc2)nc2sccn12	112.0	103.9	116.5	99.0	97.9	94.3	101.3	100.1	115.7
O=C(NCCN1CCC(O)CC1)c1cc2c(o1)C(=O)c1ccccc1C2=O	-97.6*	-75.1*	-94.1*	-78.3*	-84.7*	-48.8*	-28.4*	-89.3*	-92.9*
Cn1cc(-c2nc(-c3c[nH]c4ncccc34)cs2)c2ccccc21	99.9	77.7	·	95.8	49.1	101.2	80.6	12.9	32.6
O=C1NC(SCc2ccccc2)=N/C1=C/c1cccc(OCc2ccc(Cl)cc2)c1	105.9	96.8	89.3	82.9	109.2	90.8	101.0	99.6	97.6
O=C(NCCC1CNC2CCCCC12)C1CCN(C(=O)C2CCC(F)CC2)CC1 (stereo not drawn)	105.1	101.0	101.0	95.3	99.0	99.6	91.3	98.8	95.3
COc1ccc(C2C(C#N)=C(N)Oc3cc(O)ccc32)cc1OC (stereo not drawn)	106.4	102.0	100.5	97.7	97.0	105.9	93.6	101.8	107.9
Cc1cc2c(c(C)c1Cl)C(=O)/C(=C/c1ccc(F)cc1)O2	101.2	95.1	86.9	93.0	102.4	94.8	94.3	98.3	100.2

Rows were taken by chance. About 10% of those tested had a hit in this group.
